High-throughput results: PubChem BioAssay, several laboratories
PERK inh = blocks human PERK kinase | Q9NZJ5 | CHO PERK-DD fusion, SEAP luminescence translation reporter | inhibition, % at 5.6 µM | 220,000 tested, 0.17% active;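 active = inhibition above the mean inhibition of all tested compounds plus 3 SD, set separately per screening campaign, cut at about 2.9% in these data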;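 note: PERK kinase domain activated by AP20187 dimerizer at 100 nM; 0% = DMSO with dimerizer and 100% = rapamycin at 8.4 µM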
Wee1 degr inh = human Wee1 degradation inhibition, primary screen; P30291; HeLa Luc-Wee1K328M stability, luciferase luminescence; 100% = proteasome inhibitor MG132 effect; reporter increase, % at 5 µM; 220,000 tested, 1.2% active;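 active = activation above the mean of all tested compounds plus 3 SD, set per screening run, cut at about 8.8% in these data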;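 note: cells exposed to compound for 20 h before luminescence read; 0% = DMSO alone and 100% = MG132 at 30 µM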
Furin inhibitor = blocks human furin protease activity; P09958; purified furin, fluorogenic substrate cleavage; inhibition, % at 30 µM; 220,000 tested, 0.061% active; in the data active = inhibition above about 25%; note: inactives centre near -15
Target sequence (P09958 108-714 limits assumed): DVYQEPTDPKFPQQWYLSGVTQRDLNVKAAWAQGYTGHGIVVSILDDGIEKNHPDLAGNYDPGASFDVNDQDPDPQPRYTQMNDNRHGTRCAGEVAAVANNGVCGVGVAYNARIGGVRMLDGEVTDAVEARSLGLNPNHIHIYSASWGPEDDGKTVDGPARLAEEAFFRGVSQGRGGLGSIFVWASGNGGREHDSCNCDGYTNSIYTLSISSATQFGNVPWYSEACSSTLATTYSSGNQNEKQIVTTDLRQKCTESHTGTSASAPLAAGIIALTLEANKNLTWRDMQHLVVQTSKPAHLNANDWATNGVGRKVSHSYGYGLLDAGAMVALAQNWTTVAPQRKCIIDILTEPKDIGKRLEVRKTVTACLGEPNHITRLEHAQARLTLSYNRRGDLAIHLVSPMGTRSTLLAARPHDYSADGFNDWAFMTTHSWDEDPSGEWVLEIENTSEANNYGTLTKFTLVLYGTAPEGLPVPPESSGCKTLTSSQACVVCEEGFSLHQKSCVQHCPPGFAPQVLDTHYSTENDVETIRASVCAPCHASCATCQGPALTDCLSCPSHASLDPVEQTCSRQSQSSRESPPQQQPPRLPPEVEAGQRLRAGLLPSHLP
p97 inhibitor = human p97 ATPase inhibition | P55072 | recombinant p97 ATPase, Kinase-Glo ATP luminescence, 3 h | inhibition, % at 8 µM | 220,000 tested, 0.42% active | AID 1481; in the data active = inhibition above about 15%;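 note: 0% = DMSO vehicle and 100% = wells lacking enzyme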
FXIIa inh 1536 = blocks human coagulation factor XIIa protease activity; P00748; purified FXIIa, Boc-QGR-AMC fluorogenic substrate, 2 h; inhibition, % at 5 µM; 220,000 tested, 0.3% active; AID 800; in the data active = inhibition above about 40%;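 note: 0% = enzyme with no compound and 100% = blank without enzyme; many of its hits are not listed in these tables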
KCC2 mod = KCC2 (human) Cl- transport modulation. Q9H2X9. B-score of Tl+ flux slope (higher = more flux/activation; lower = inhibition) at 10 µM. KCC2 cells, thallium flux FluoZin-2 fluorescence. 190,000 tested, 2.2% active. AID 1456;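 active = thallium flux slope and its plate-corrected score both differing from the plate sample mean at a set confidence after two filtering rounds, in either direction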;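 note: slope of fluorescence scaled to starting intensity during 10 to 20 s after thallium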
FXIa inh = inhibitors of human coagulation factor XIa; P03951; purified FXIa, Boc-Glu-Ala-Arg-AMC fluorogenic substrate; inhibition, % at 5 µM; 220,000 tested, 0.14% active;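 active = inhibition of at least 40%; inactive = inhibition below 40%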;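 note: fluorescence of freed AMC excited at 355 nm; 0% = enzyme without compound and 100% = no enzyme blank; many of its hits are not listed in these tables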
hK5 inh = blocks human kallikrein 5 protease activity; Q9Y337; recombinant hK5, fluorogenic AMC substrate cleavage; inhibition, % at 5 µM; 210,000 tested, 0.59% active; AID 873;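 active = inhibition of 40% or more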;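 note: 0% = enzyme controls without compound and 100% = no-enzyme blanks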
Target sequence (Q9Y337 67-293 limits assumed): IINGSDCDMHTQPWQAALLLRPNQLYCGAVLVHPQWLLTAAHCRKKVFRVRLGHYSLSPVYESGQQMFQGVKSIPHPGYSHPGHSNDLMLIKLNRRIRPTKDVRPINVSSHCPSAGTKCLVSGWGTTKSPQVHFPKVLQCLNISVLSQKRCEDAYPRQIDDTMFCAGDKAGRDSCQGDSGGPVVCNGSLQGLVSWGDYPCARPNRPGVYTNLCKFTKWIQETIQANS
thrombin 1536 = blocks human thrombin protease activity; alpha-thrombin, Boc-VPR-AMC fluorogenic substrate cleavage; 220,000 tested, 0.26% active; inhibition, % at 5 µM;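 active = inhibition at or above 40%; inactive = inhibition below 40%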;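 note: 0% = enzyme with no compound and 100% = wells without enzyme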
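System: Human alpha-thrombin protein | Medium: pH 7.5 Tris (50 mM) with NaCl 150 mM, Tween 20 0.05% | Times: Enzyme reaction carried out at room temperature | Detection: AMC fluorescence, 355/460 nm | Evaluation: Percent inhibition scaled between no-compound controls and no-enzyme blanks | Benchmarks: Enzyme without compound as high, wells lacking enzyme as low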
* hit, by the source's call; . = no result given; [ ] = remark or other dose. Compounds as they come; any-hit rate near 4.4%.

PERK inh	Wee1 degr inh	Furin inhibitor	p97 inhibitor	FXIIa inh 1536	KCC2 mod	SMILES	FXIa inh	hK5 inh	thrombin 1536
0.5	-1.9	-10.0[20 µM]	1.4	25.6	-0.128	COc1ccc([N+](=O)[O-])cc1NC(=S)Nc1ccccc1	14.1	14.3	21.9
1.0	-0.7	-22.4[20 µM]	-0.3	7.9	.	CCOC(=O)CSc1nnc(-c2ccccc2OC)o1	-2.6	-2.4	-1.7
0.4	-3.3	-29.4	-0.5	0.1	-0.603	COC(=O)[C@H]1[C@H](C(=O)OC)[C@@H](C(=O)OC)N(c2ccc(OC)cc2)[C@@H]1C(=O)OC	7.0	-19.0	-7.1
1.6	-0.5	-13.6	2.1	4.3	0.136	COc1ccc(/C=N/NC(=O)CNc2c(Br)cc(C)cc2Br)c(C(=O)O)c1OC	-11.9	-3.4	-3.1
0.1	3.0	-13.9[20 µM]	2.9	11.9	0.532	COc1ccc(-c2nn(-c3ccccc3)cc2/C=N/NC(=O)c2ccc3c(c2)OCO3)cc1	-3.1	3.8	-2.7
-0.5	0.5	-30.1	3.4	10.2	-1.21	CCOc1ccccc1NC1=NCC(=O)N1Cc1ccc(F)cc1	-14.4	-2.8	-3.4
-0.1	-1.2	-22.1[20 µM]	0.6	15.7	0.794	COc1ccc(NC(=O)c2sc3cc(C(F)(F)F)cnc3c2-c2cccs2)cc1	0.3	-7.4	7.3
-0.6	1.2	-17.3	-5.8	13.9	.	Cc1cc(C)cc(N(C(=O)C2CCCC2)C2C=CS(=O)(=O)C2)c1 (stereo unspecified)	3.8	0.9	0.8
-0.1	0.9	-1.6	-4.3	19.9	-6.73*	c1ccc(-c2nc(Sc3ncnc4c3cnn4-c3ccccc3)n[nH]2)cc1	5.7	-2.6	4.9
0.9	-1.5	-19.6	2.5	7.8	.	Cc1oc(-c2ccc3c(c2)OCCO3)cc1C(=O)NC(Cc1ccccc1)C(=O)O (stereo unspecified)	1.1	10.3	-2.4
0.3	-0.8	4.5	-2.4	3.1	0.0585	CCc1cccc2c(C(=O)CSc3nncn3-c3ccc(OC)cc3)c[nH]c12	-2.8	-26.0	-8.3
1.5	-1.8	-3.0	-1.7	14.2	-0.286	O=C(CCNc1ccccc1)c1cccc([N+](=O)[O-])c1	9.4	-6.8	2.4
-0.1	12.8*	0.9[20 µM]	-7.1	15.4	1.02	O=[N+]([O-])c1ccc2c(c1)C(O)n1nc(-c3ccc(Cl)cc3Cl)nc1S2 (stereo unspecified)	9.0	-26.8	0.2
0.2	1.2	-15.8	3.9	9.5	-2.18	O=C(O)CSc1nc2c(c(C(F)(F)F)n1)CCc1ccccc1-2	-1.1	-0.6	-0.5
0.8	2.6	-12.8	0.1	-6.4	.	Cc1nnc(SCC(=O)Nc2nccs2)[nH]c1=O	-5.6	-2.7	-12.4
-0.1	-0.7	-15.8	-0.4	11.7	-0.144	CCN(CC)CCn1c(SCC(=O)NCCC2=CCCCC2)nc2c(sc3ccccc32)c1=O	2.2	7.0	-3.7
-1.0	3.2	-13.5[20 µM]	0.8	-11.4	-0.788	Cc1ccc(-c2nnn(CC(=O)N(c3ccccc3F)C(CC(C)C)C(=O)NCC3CCCO3)n2)cc1 (stereo unspecified)	-11.9	-2.3	-2.1
0.6	-1.9	-13.8	0.3	10.1	0.0282	CCOC(=O)c1cc(-c2ccc(C)cc2)nc2nc(SC)[nH]c(=O)c12	5.2	-16.9	-6.2
1.3	-0.6	-25.6	1.9	5.0	-0.308	CC(=O)c1sc(NC(=O)COc2ccc(C)c(C)c2)nc1C	2.3	-18.7	-3.0
1.7	-1.0	-11.1	1.4	4.5	0.288	CCCCC(=O)NS(=O)(=O)c1ccc(NS(C)(=O)=O)cc1	5.4	-6.2	-0.9
0.5	1.9	-19.5	0.1	6.6	0.021	Cc1ccc(NC(=O)c2cnccn2)cc1	0.9	-24.6	4.7
-0.3	0.3	-15.3	-2.9	3.8	0.255	Cc1c(NC(=O)C(C)N2C(=O)C3CCCCC3C2=O)c(=O)n(-c2ccccc2)n1C (stereo unspecified)	-3.9	-11.1	0.2
0.7	1.4	-22.8	0.4	1.7	0.845	COc1ccccc1-c1n[nH]c(=S)n1N	3.3	0.8	-1.7
-0.1	-2.4	-11.9	2.3	13.6	-1.41	CCN(CC)/C(Sc1ccccc1)=C(/C(Cl)=C(Cl)Cl)[N+](=O)[O-]	3.5	-2.8	4.9
1.5	-1.2	-17.4	4.4	3.9	0.403	Cc1ccc(N2C(=O)C3C4C=CC(CNC(=S)N5CCN(c6ccccc6)CC5)(O4)C3C2=O)cc1 (stereo unspecified)	-4.4	-3.0	-5.5
0.2	0.3	-13.0	-1.8	9.1	0.263	CC(=O)Nc1ccc(NC(=O)C2CC(=O)N(c3cccc(Cl)c3)C2)cc1 (stereo unspecified)	4.8	4.6	-1.0
0.4	2.0	-9.8	-2.0	9.5	0.578	CS(=O)(=O)N(CC(=O)Nc1ccc(F)c(F)c1)c1cccc([N+](=O)[O-])c1	6.7	-5.5	-3.0
0.0	-1.6	-18.9[20 µM]	-0.4	9.3	.	CC(C)CNC(=O)CSc1ccc(Cl)cc1	-8.6	-26.3	0.8
1.6	1.9	-12.6	3.0	5.6	-0.676	CCOc1cc(C(F)(F)F)cnc1/C(N)=N/O	-3.2	-4.4	-2.1
1.9	-0.7	-21.5	6.0	6.2	2.77	NS(=O)(=O)c1ccc(NC(=O)c2c(F)cccc2Cl)cc1	0.6	-1.5	-4.5

Three records picked at random from the list so far, as already listed:
PERK inh	Wee1 degr inh	Furin inhibitor	p97 inhibitor	FXIIa inh 1536	KCC2 mod	SMILES	FXIa inh	hK5 inh	thrombin 1536
1.7	-1.0	-11.1	1.4	4.5	0.288	CCCCC(=O)NS(=O)(=O)c1ccc(NS(C)(=O)=O)cc1	5.4	-6.2	-0.9
0.6	-1.9	-13.8	0.3	10.1	0.0282	CCOC(=O)c1cc(-c2ccc(C)cc2)nc2nc(SC)[nH]c(=O)c12	5.2	-16.9	-6.2
-0.1	-0.7	-15.8	-0.4	11.7	-0.144	CCN(CC)CCn1c(SCC(=O)NCCC2=CCCCC2)nc2c(sc3ccccc32)c1=O	2.2	7.0	-3.7

More entries
PERK inh	Wee1 degr inh	Furin inhibitor	p97 inhibitor	FXIIa inh 1536	KCC2 mod	SMILES	FXIa inh	hK5 inh	thrombin 1536
1.2	0.2	-18.7	-2.5	8.2	-0.434	COc1ccc(-c2nc3ccc(N4CCN(C)CC4)cc3c(=O)[nH]2)cc1	1.4	1.7	10.6
-2.5	-0.5	4.1	-23.2	12.8	-0.00924	COCCn1cnc2c(c1=O)c1nc3ccccc3nc1n2/N=C/c1cccc(OC)c1	4.4	6.6	3.3
-0.6	0.0	-7.1	-2.2	15.6	-1.19	CCOC(=O)c1c(NC(=O)CSc2nnnn2C)sc(CC)c1C	7.4	-8.8	3.3
-0.1	-1.1	-23.3	-1.9	13.5	.	COc1cc(C(=O)OCCN2CCOCC2)cc(OC)c1OC	-1.3	-5.7	0.2
0.0	3.3	-18.1	-1.3	1.9	-0.833	CCc1ccc(NC(=O)C(C)n2nc(C)c([N+](=O)[O-])c2C)cc1 (stereo unspecified)	1.4	1.5	-7.3
0.2	-0.2	-21.9[20 µM]	0.9	.	-1.02	N#C/C(=C(\O)CCl)c1nnc2n1CCCCC2	.	.	.
0.1	-1.1	-24.4	4.6	12.1	.	Cc1cc2nc(C)n(CCCN)c2cc1C	4.5	5.2	0.2
1.0	-1.1	-23.7	5.8	6.1	0.789	CCCCN(C(=O)CSc1nnc2ccccn12)c1c(N)n(Cc2ccccc2)c(=O)[nH]c1=O	-1.8	-22.3	-5.2
-0.5	-3.9	1.1	-9.8	3.7	-1.02	Fc1cccc(Cl)c1CSc1ccc(-c2cccnc2)nn1	-4.0	-6.8	-11.2
-0.8	-0.8	-15.1	-1.4	11.3	.	CCn1c(Cn2nnc(-c3ccccc3)n2)nnc1SCC(=O)Nc1cccc(C(C)=O)c1	-2.0	-11.6	-6.5
.	.	.	.	1.4	.	Cn1cccc1-c1cc(C(=O)O)[nH]n1	-4.4	-4.6	-2.8
-0.8	-0.1	-18.5	-1.7	5.6	-0.256	C#CCNC(=O)C1=C[C@@H](c2ccc(C(F)(F)F)cc2)C[C@@H](OCCCCO)O1	-3.6	-3.9	-5.6
1.1	-1.8	2.3	34.8*	19.8	0.243	NC(=O)CC1Nc2cccc3cccc(c23)NC1=O (stereo unspecified)	19.5	3.0	-6.5
-0.4	-2.2	-19.5[20 µM]	1.6	11.6	-0.988	Cc1occc1C(=O)Nc1ccc(S(=O)(=O)N2CCN(C)CC2)cc1	2.0	2.1	1.9
0.6	-2.7	-12.2	3.5	2.3	-1.21	O=C1OCCC1Sc1nnc(-c2cccs2)n1Cc1ccccc1 (stereo unspecified)	2.5	5.0	-5.9
-0.5	10.0*	-8.3[20 µM]	0.6	-8.3	0.0298	Cc1n[nH]c(C)c1C(=O)CC1(O)C(=O)N(CCc2ccccc2)c2ccc(Cl)cc21 (stereo unspecified)	-6.4	-11.3	-5.6
-0.7	-3.7	-15.6	2.0	6.7	-0.0474	O=C(/C=C/c1ccccc1)N/C(=C/c1ccccc1)C(=O)Nc1ccc(C(=O)O)cc1	4.1	-16.1	-8.1
0.7	2.9	-24.7	7.5	6.4	-0.18	O=C(CSc1nc(O)c(-c2ccccc2)c(=O)[nH]1)N1CCOCC1	10.5	0.9	0.9
0.3	2.3	-3.0	-4.5	17.8	-0.335	CCNc1nc(Oc2ccc(C(=O)OCC)cc2)nc(SC)n1	5.1	-14.9	5.7
-0.9	-2.7	-0.6	-2.4	9.0	-0.562	C=CCn1c(-c2cccc(OC)c2OC)n[nH]c1=S	6.2	-0.4	3.7
0.5	-2.2	-19.7	8.4	5.3	-0.207	CCNc1c([N+](=O)[O-])c(=O)oc2ccccc12	-2.3	-4.3	0.2
-0.9	-0.7	-7.8	-6.5	0.8	-0.28	CCOC(=O)CC(C)(C)/C(C)=N/Nc1ccc([N+](=O)[O-])cc1[N+](=O)[O-]	-10.2	-6.2	-4.4
0.3	-0.6	-2.6	-4.9	9.0	.	COCCN(C(=O)CC1C(=O)NCCN1CC(c1ccccc1)c1ccccc1)C(C)C (stereo unspecified)	-3.8	-0.7	-14.9
0.2	0.6	8.8	5.3	3.3	0.0802	CN1CCN(CC(=O)Nc2cc(N3CCOCC3)ccc2[N+](=O)[O-])CC1	-3.0	-22.8	-6.5
